# GPR35 arrestin U2OS: GPR35 antagonists blocking zaprinast-driven arrestin recruitment, primary screen, imaging, U2OS, beta-arrestin-GFP, zaprinast agonist (AID 2058) | G-protein coupled receptor 35 (Homo sapiens) | U2OS GPR35 beta-arrestin-GFP translocation imaging, zaprinast antagonism; higher % means a stronger effect | inhibition, % at 10 µM; hits with a dose series show IC50 in µM | 0.052% of 290,000 active;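 active = inhibition of at least 50% with at least 30 cells and total cytoplasm GFP at most 10,000,000; inconclusive = under 30 cells or total GFP of 10,000,000 plus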
# GPR55 LPI antagonism: GPR55 antagonists blocking LPI-driven arrestin recruitment, primary screen, imaging, U2OS, beta-arrestin-GFP, LPI agonist (AID 2013). U2OS GPR55 beta-arrestin-GFP translocation imaging, LPI antagonism; higher % means a stronger effect. G-protein coupled receptor 55 (Homo sapiens). one-dose inhibition, % at 10 µM; IC50 in µM for titrated hits. 0.13% of 290,000 active;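 active = spots per cell inhibited over 60%, with over 100 cells counted and total cytoplasm intensity under 500,000; inconclusive = wells with under 100 cells, flagged as likely toxic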;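 also: U2OS cells stably carrying GPR55 and arrestin-GFP stimulated by 5 µM LPI near EC80; imaged beta-arrestin-GFP aggregate spots per cell after agonist stimulation; plate controls were LPI-stimulated DMSO wells for no effect and DMSO wells without LPI for full effect; some results filed as inactive read as strong as hits; confirmed hits need IC50 under 10 µM and bright autofluorescent wells are also inconclusive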
# HIV peptide binding: inhibitors of HIV fusion peptide binding, primary screen, biochemical, uHTS, fluorescence dequenching (AID 1986) | inhibition, % at 20 µM, or IC50 in µM where a hit was titrated | cell-free peptide binding, fluorescence dequenching, 30 min; higher % means a stronger effect | 0.3% of 290,000 active; in the data active = inhibition mostly above about 52%, no sharp cut-off; inactive = mostly below about 76%; also: some results filed as inactive read as strong as hits
# KOR beta-arrestin-1: KOR agonists, beta-arrestin recruitment, primary screen, cell-based, luminescence, uHTS (AID 1777); Kappa-type opioid receptor (Homo sapiens); KOR beta-arrestin recruitment, luminescence; higher % means a stronger effect; activation, % at 10 µM, or EC50 in µM where a hit was titrated; 0.02% of 280,000 active; in the data active = activation above about 50%, passing the limit was not always enough; also: a part of the inactive calls stands beside numbers as strong as those of hits
# KOR beta-arrestin-2: KOR antagonists, beta-arrestin recruitment, cell-based, luminescence, uHTS (AID 1778) | Kappa-type opioid receptor (Homo sapiens) | KOR beta-arrestin recruitment, luminescence, antagonist mode; higher % means a stronger effect | inhibition, % at 10 µM; hits with a dose series show IC50 in µM | 0.091% of 290,000 active; in the data active = inhibition above about 50%; also: strong numbers were not always called active
# NOD1 inhibition: NOD1 signaling inhibitors, primary screen, cell-based, luminescence, uHTS (AID 1578) | 1% of 290,000 active | inhibition, % at 4 µM, or EC50 in µM where a hit was titrated | NOD1-driven NF-kB luciferase reporter cells, luminescence; higher % means a stronger effect; in the data active = inhibition mostly above about 36%, no sharp cut-off; inactive = mostly below about 34%;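 also: HEK-293T reporter cells stimulated with the NOD1 agonist gamma-tri-DAP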
# West Nile virus CPE: West Nile virus antiviral activity, cell-based, CPE readout (AID 1621); CPE inhibition, % at 10 µM, or IC50 in µM where a hit was titrated; West Nile virus-infected cells, CPE inhibition; higher % means a stronger effect; 0.02% of 290,000 active; in the data active = a potency from the dose series; inconclusive = CPE inhibition mostly from about 3.7% at the one dose, without a potency; inactive = the rest, 99 in 100 with CPE inhibition below about 2.2%; also: strong numbers were not always called active
# GPR55 beta-arrestin: GPR55 agonists via beta-arrestin recruitment, primary screen, imaging, U2OS cells, beta-arrestin-GFP redistribution (AID 1961); U2OS GPR55 beta-arrestin-GFP redistribution imaging; higher % means a stronger effect; activation, % at 10 µM, or EC50 in µM where a hit was titrated; 0.048% of 290,000 active;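 active = activation above 40% with more than 50 cells counted in the well; inconclusive = wells holding fewer than 50 cells, flagged as toxic or sparse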;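 also: U2OS osteosarcoma cells stably expressing GPR55 and beta-arrestin-GFP; plate controls were DMSO negative control for no effect and LPI positive control for full effect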
# Dengue-2 NS5 capping: Dengue-2 NS5 methyltransferase inhibitors, primary screen, biochemical, confirmation dose response (AID 588689) | Genome polyprotein (Dengue virus type 2 (strain 16681-PDK53)) | Dengue-2 NS5 methyltransferase capping enzyme assay, biochemical; higher % means a stronger effect | inhibition, % at 25 µM, or IC50 in µM where a hit was titrated | 0.3% of 340,000 active; in the data active = a potency from the dose series; inconclusive = inhibition above about 29% without an active follow-up result
# Dengue-2 NS5 capping pilot replicate: further read-out of Dengue-2 NS5 capping, marked with its call; inhibition, %; measured here: pilot screen replicate inhibition
# Active calls of the source: *; ? = inconclusive; / = not tested or not shown; [ ] = dose if it differs, or a comment. Only part of the results is shown; the hit share may differ from the screen's.
SMILES,GPR35 arrestin U2OS,GPR55 LPI antagonism,HIV peptide binding,KOR beta-arrestin-1,KOR beta-arrestin-2,NOD1 inhibition,West Nile virus CPE,GPR55 beta-arrestin,Dengue-2 NS5 capping,others
NS(=O)(=O)c1ccc(CCNCc2ccccc2OCc2ccc(Cl)cc2)cc1,12%,-2%,0.8%,1.9%,-38%[20 µM],-7%,-1.9%,0.2%,-9%,Dengue-2 NS5 capping pilot replicate=-4.6
CCN(CC)c1ccc(/C=N/N2CCN(Cc3ccccc3)CC2)c(O)c1,-4%,15%,-0.6%,5.3%,12%,-14%,-1.2%,1.0%,-4%,
Cc1ccc(NS(=O)(=O)c2ccc(Cl)c(NC(=S)NC(=O)C3CCCCC3)c2)cc1Cl,14%,21%,1.9%,0.8%,31%,7%,2.9%,0.1%,2%,
CCCCNC(=O)COCc1cc(-c2ccc3c(c2)OCO3)on1,-4%,10%,-0.2%,-3.2%,4%,-9%,-0.8%,0.0%,-5%,
COC(=O)c1ccc(/C=N/NC(=O)CC(=O)NC2CCCCC2)cc1,1%,3%,3.9%,2.9%,20%,-26%,0.0%,-0.4%,-1%,
COc1cc(C(=O)OCC(=O)NC2CCS(=O)(=O)C2)ccc1OCc1c(C)noc1C (stereo unspecified),-9%,-4%,0.7%,4.8%,1%,-10%,0.2%,-0.1%,-8%,
Cc1c(Cl)cccc1NC(=S)N1CCN(Cc2ccccc2)CC1,12%,7%,-2.3%,2.8%,-43%,8%,/,0.0%,1%,Dengue-2 NS5 capping pilot replicate=-1.1
COc1ccc(-c2oc3ccccc3c2C(=O)Oc2ccccc2)cc1,-10%,2%,3.0%,0.7%,-3%[20 µM],12%,0.2%,0.4%,1%,
O=C(C1CCCCC1)N1CCN(C(=O)C2CCCCC2)CC1,13%,-27%,-0.4%,1.6%,-19%,-23%,-1.0%,-0.1%,-3%,
COc1ccc(-c2nnn(Cc3nc(N)nc(N4CCOCC4)n3)n2)cc1OC,1%,26%,-2.1%,2.0%,8%,8%,-0.1%,-0.1%,-10%,
CCOC(=O)C1CCCN(C(=O)c2ccc(CNc3c(N4CCC(C)CC4)c(=O)c3=O)cc2)C1 (stereo unspecified),3%,-11%,-2.3%,-7.2%,-4%,-19%,-0.1%,1.0%,-6%,
Cc1ccc(C(=O)CCC(=O)Nc2ccccc2C)cc1C,-8%,0%,-1.1%,-6.6%,4%[20 µM],-53%,-0.6%,-0.1%,-1%,
CC(C)n1nnnc1-c1cc(Cl)cc(Cl)c1,1%,34%,-0.1%,4.1%,-3%,12%,-0.6%,-0.1%,-3%,
O=C(CCNC(=O)c1ccc([N+](=O)[O-])cc1)Nc1ccccc1N1CCCC1,0%,-6%,-2.7%,-5.6%,30%,18%,-0.8%,-0.1%,-3%,
COc1ccc(C(=O)NNC(=O)C2=NN(c3ccccc3)C(=O)CC2)cc1,4%,-22%,-0.7%,5.5%,-2%,-6%,0.2%,-0.2%,-5%,
Cc1sc(N)nc1C12CC3CC(CC(C3)C1)C2,12%,7%,0.1%,0.6%,-3%,-9%,-1.7%,0.3%,1%,
COc1ccc(CN2CCN(Cc3ccc(Br)cc3)CC2)c(OC)c1OC,1%,5%,0.0%,3.8%,9%,5%,-0.2%,-0.2%,-4%,
O=C(NCc1ccccc1Cl)c1ccc(CS(=O)(=O)c2ccccc2)o1,2%,0%,0.7%,-4.1%,-36%,-36%,-0.2%,-0.2%,-9%,
C[C@H](NC(=O)C1CC(=O)N(c2ccc3c(c2)OCO3)C1)C(=O)NC1CCCCC1 (stereo partly specified),-7%,6%,-0.2%,4.6%,-33%,-13%,0.6%,-0.1%,-5%,
CCCCNC(=O)c1oc2ccc(S(=O)(=O)N3CCCC3)cc2c1C,1%,8%,1.3%,-1.5%,-26%,18%,0.2%,0.1%,-4%,
CC(=O)Nc1ccc(Nc2nc(Cl)nc(Nc3ccc(NC(C)=O)cc3)n2)cc1,4%,0%,-0.4%,/,4%[20 µM],-28%,1.5%,-0.1%,-9%,
O=C(Nc1ncccn1)C1=C(O)c2ccccc2S(=O)(=O)N1Cc1ccccc1,2%,2%,-1.1%,-0.5%,13%,-12%,-0.2%,-0.3%,-3%,
O=C1c2ccccc2C(=O)N1CCCc1nc(-c2ccccc2)no1,10%,-12%,-1.8%,2.0%,-55%,8%,0.3%,-0.2%,-7%,
NC(=O)C1CCN(C(=O)CCc2ccsc2)CC1,0%,10%,2.7%,3.5%,-13%,17%,0.2%,-0.2%,-2%,
O=C(NC1CCCC1)C(c1ccsc1)N(C(=O)Cc1cccs1)c1ccccc1 (stereo unspecified),2%,5%,-0.3%,-3.0%,-2%,11%,-0.1%,-0.3%,3%,

# Next section.
SMILES,GPR35 arrestin U2OS,GPR55 LPI antagonism,HIV peptide binding,KOR beta-arrestin-1,KOR beta-arrestin-2,NOD1 inhibition,West Nile virus CPE,GPR55 beta-arrestin,Dengue-2 NS5 capping,others
Cc1cc(NCCCO)n2c(nc3ccccc32)c1C#N,12%,2%,1.2%,6.4%,12%,-9%,1.4%,0.1%,-7%,
CCOC(=O)c1c(NC(=O)C(C)Sc2cn(C)c3ccccc23)sc2c1CCC2 (stereo unspecified),-2%,3%,-0.1%,-1.3%,7%,-9%,/,-0.3%,0%,
COC(=O)c1ccccc1NC(=O)CSc1nnc(-c2cccc(NC(C)=O)c2)n1C,1%,4%,-0.5%,-2.4%,5%,-12%,0.2%,-0.2%,-26%,
Cc1ccc(-c2nnn(CC(=O)N(Cc3ccco3)C(C(=O)NC(C)(C)C)c3ccncc3)n2)o1 (stereo unspecified),17%,5%,-1.1%,/,2%[20 µM],-10%,-0.5%,0.5%,-7%,
CCC(=O)n1nc(-c2ccc(OC)cc2)nc1N,22%,-2%,1.3%,0.1%,26%,6%,0.3%,-0.1%,-6%,
O=C(NCc1ccco1)C1CCCN1C(=O)Nc1ccccc1Cl (stereo unspecified),5%,2%,0.6%,/,-4%[20 µM],-35%,-0.5%,-0.1%,-8%,
Cc1cccc(N2CCN(c3ccc4cc(S(=O)(=O)N5CCCCC5)ccc4n3)CC2C)c1 (stereo unspecified),-11%,6%,0.9%,-4.0%,-14%,-12%,0.3%,0.3%,0%,
COc1cc2c(cc1OC)C(c1cc3cc(OC)c(OC)cc3[nH]c1=O)N(C(=O)C1CC1)CC2 (stereo unspecified),-7%,-10%,6.5%,-8.5%,12%,7%,0.3%,-0.2%,6%,
O=C(Nc1ccnn1C1CCN(C(=O)c2ccc(Cl)c(F)c2)CC1)C1CCOC1 (stereo unspecified),4%,10%,-1.0%,-1.6%,-14%,-35%,-0.3%,-0.1%,1%,
c1ccc(Nc2c3c(nc4ncnn24)CCC3)cc1,9%,-8%,-0.3%,2.4%,8%,-7%,-0.8%,-0.2%,-10%,
Cc1ccc(NC(=O)CCC(=O)OCC(=O)c2ccc(Oc3ccc([N+](=O)[O-])cc3)cc2)cc1C,10%,6%,0.6%,-2.1%,20%,-7%,/,-0.1%,-3%,
CS/C(N)=N/N=C/c1cc(Br)cc(Br)c1O,1%,1%,-2.8%,4.7%,7%,3%,-0.3%,0.3%,5%,
COC(=O)C(Cc1ccccc1)NC(=O)CNS(=O)(=O)c1ccc(Br)cc1 (stereo unspecified),24%,-7%,-0.9%,0.4%,-14%,4%,0.1%,0.2%,0%,
C#CCOCCOCCOCCNc1nc(N2CCN(C(=O)[C@H]([C@@H](C)CC)n3cc([C@@H](N)Cc4ccc(O)cc4)nn3)CC2)nc(N2CCN(C(=O)[C@H]([C@@H](C)CC)n3cc([C@@H](N)CC(C)C)nn3)CC2)n1,-8%,12%,-1.1%,2.3%,-2%,-40%,0.3%,-0.2%,0%,
Cc1cc(C)nc(/N=C(\N)N(Cc2ccccc2)Cc2ccccc2)n1,-3%,0%,-1.7%,-0.7%,-16%,-20%,0.0%,-0.1%,-1%,
O=C(/C=C/c1ccc(Br)cc1)NCCCn1ccnc1,2%,-6%,0.6%,-0.6%,-44%[20 µM],-31%,-0.9%,-0.4%,-1%,
COc1ccc(CN2CN(c3ccc(Cl)cc3)C(=O)N(n3cnnc3)C2)cc1,4%,0%,-2.1%,1.1%,-40%,0%,/,0.2%,-6%,
CCn1c(C)c(C)c2cc(C(=O)NCCCN3CCCCC3C)ccc21 (stereo unspecified),8%,8%,0.6%,4.6%,-46%,-3%,-0.2%,-0.1%,-5%,
Oc1[nH]c2ccc(Br)cc2c1N=NC(=S)N1CCOCC1,5%,33%,1.2%,/,50%,99%*,?,0.0%,9%,
S=C(NC1CCCCC1)N1CCN(C/C=C/c2ccccc2)CC1,0%,-2%,-0.5%,-4.3%,/,27%,-1.9%,0.3%,2%,
O=C(NC1CCCC1)C1CCCN(S(=O)(=O)c2ccc(F)cc2)C1 (stereo unspecified),-9%,-16%,-1.1%,-6.3%,3%,-8%,-1.1%,0.3%,-1%,
CCc1ccc2nc(N(CCCN(C)C)C(=O)c3ccc(C(=O)c4ccccc4)cc3)sc2c1,-5%,76%,-2.7%,-1.3%,-3%,-32%,-1.1%,-0.1%,1%,
COc1ccc(-n2cnnc2SCC(=O)NCc2cccs2)cc1,0%,-4%,-0.5%,0.1%,9%,-10%,0.5%,-0.1%,-2%,
Cc1c(Cl)cccc1NC(=O)CCC(=O)NNC(=O)c1ccccc1,14%,1%,0.6%,-4.9%,3%,-16%,-0.2%,0.3%,-1%,
Nc1nnn(CC(=O)N/N=C/c2cccc3ccccc23)n1,14%,4%,1.3%,4.1%,7%,-29%,0.4%,0.3%,-6%,
O=C1NC(c2ccc(F)cc2)Oc2ccccc21 (stereo unspecified),2%,6%,-0.7%,-4.1%,7%,-7%,0.0%,0.5%,-15%,
CCOc1ccc(CCNc2nc3ccccc3n3cnnc23)cc1OCC,-3%,-2%,0.2%,-1.1%,6%,-8%,0.8%,-0.1%,2%,
CC(O)c1cccc(NC(=O)C2CCCCC2)c1 (stereo unspecified),2%,12%,0.7%,-8.6%,-9%[20 µM],-16%,-0.1%,0.0%,-6%,

# Molecules from the list above containing a nitro group on carbon:
SMILES,GPR35 arrestin U2OS,GPR55 LPI antagonism,HIV peptide binding,KOR beta-arrestin-1,KOR beta-arrestin-2,NOD1 inhibition,West Nile virus CPE,GPR55 beta-arrestin,Dengue-2 NS5 capping,others
O=C(CCNC(=O)c1ccc([N+](=O)[O-])cc1)Nc1ccccc1N1CCCC1,0%,-6%,-2.7%,-5.6%,30%,18%,-0.8%,-0.1%,-3%,
Cc1ccc(NC(=O)CCC(=O)OCC(=O)c2ccc(Oc3ccc([N+](=O)[O-])cc3)cc2)cc1C,10%,6%,0.6%,-2.1%,20%,-7%,/,-0.1%,-3%,
